# MOR-DOR inv ag – inverse agonists of human mu-delta opioid receptor heterodimerization; 340,000 compounds, 0.21% hits; P35372+P41143; inhibition, % at 9.3 µM; AID 504357; cell-based MOR-DOR heterodimer luminescence, inverse agonism; in the data active means inhibition above about 22%, passing the limit was not always enough;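 further: 0% = cells with DMSO and 100% = wells without cells with DMSO; values of inactives mirror those of a sister screen read the other way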
# Wnt act – Wnt/beta-catenin pathway activation; Wnt/beta-catenin reporter cell assay, activator, plate reader; activation, % at 9.35 µM; 300,000 compounds, 1.2% hits; in the data active means activation above about 30%, passing the limit was not always enough; inconclusive means no clear call, values can overlap the other calls;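 further: 0% = neutral control wells and 100% = positive control wells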
# Keap1-Nrf2 PPI – disrupts human Keap1 binding to Nrf2 peptide; 340,000 compounds, 0.15% hits; inhibition, % at 9.4 µM; Keap1 Kelch-Nrf2 peptide fluorescence polarization, 1536-well; AID 504523; in the data active means inhibition above about 12%; inconclusive means no clear call, values can overlap the other calls; inactive means below about 7.3%;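 further: human Keap1 Kelch domain with fluorescein labeled Nrf2 9mer peptide probe; 0% = neutral control wells and 100% = peptide positive control; higher means more block of Keap1 binding to Nrf2 peptide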
# RTF Ca sens inh – cardiac RTF calcium desensitization; 340,000 compounds, 0.12% hits; P19429+P45379; AID 493244; inhibition, % at 7.15 µM; IANBD-labeled cardiac RTF, Ca2+ fluorescence;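 active means inhibition above the mean inhibition of all tested compounds plus 3 SD, cut at about 17% in these data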;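 further: assay run at fixed EC70 calcium of 1.6 mM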
# V-ATPase pHluor – alters yeast V-ATPase proton transport; S. cerevisiae, pHLuorin cytosolic pH fluorescence; response, % at 10 µM; 350,000 compounds, 0.37% hits; AID 504577; in the data active means response mostly above about 7.3%, no sharp cut-off; inactive means mostly below about 5.4%; further: actives read high; inactives centre near 0; some compounds called inactive have numbers as strong as hits; reference of the scale not given here
# Arrestin-AP2 inh – blocks beta-arrestin peptide binding to AP2 adaptin; 340,000 compounds, 0.31% hits; inhibition, % at 10 µM; FITC-arrestin peptide / GST-AP2 beads, flow cytometry; AP2 beta2 appendage carries R879A mutation;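 active means inhibition above a set limit, near 3 SD of compounds lacking own fluorescence, cut at about 54% in these data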;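 further: plate controls were DMSO wells for no effect and 5 µM unlabelled arrestin peptide for full effect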
#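 System: GST-AP2 R879A glutathione beads; medium: PBS, Tween 20 0.05%, BSA 0.1%; reagent: fluorescein-tagged arrestin peptide at 50 nM final; schedule: pre-incubation 12 min, peptide binding 1 h, room temperature; detection: flow cytometry, FL1 (488/535 nm); read-out: inhibition as reduced fluorescein signal on beads, percent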
# cardiac RTF act – cardiac RTF calcium sensitization | AID 493008 | 340,000 compounds, 0.24% hits | IANBD-labeled TnC RTF fluorescence at EC20 calcium; 0% EC20 calcium, 100% full calcium | activation, % at 7.2 µM;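 active means activation above the mean over all tested compounds plus 3 SD, cut at about 30% in these data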;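 further: rise in fluorescence read as greater calcium sensitivity of cardiac thin filaments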
# OPRM1-OPRD1 ag – OPRM1-OPRD1 heterodimerization agonism | cells, luminescence | activation, % at 9.3 µM | 340,000 compounds, 0.3% hits; in the data active means activation above about 18%;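 further: 0% = vehicle-treated cells and 100% = reference agonist; values of inactives mirror those of a sister screen read the other way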
# LANA DNA inh – blocks KSHV LANA C-terminal domain binding to DNA; MBP-C-LANA/FAM-LBS DNA binding, fluorescence polarization; inhibition, % at 9 µM; 340,000 compounds, 0.078% hits; AID 504423;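 active means highest replicate inhibition at or above 60% at 9 µM, even if other replicates fall short; inactive means all replicates below 60% inhibition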;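 further: 0% = neutral control wells and 100% = 4 µM acridine orange control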
# DSG3 Ab inh – human desmoglein-3 autoantibody binding inhibition; DSG3-coupled beads, scFv-anti-DSG3-GFP binding, flow cytometry; hits give low values; binding (percent of control), % at 10 µM; 310,000 compounds, 0.48% hits; AID 588358;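 active means binding more than 3 SD below its plate's average and above zero; inconclusive means below that plate limit but binding exactly zero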;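 further: hits lower antibody fragment binding to DSG3; some compounds called inactive have numbers as strong as hits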
# Target sequence (P32926 whole entry, looked up, the tested form may be a part): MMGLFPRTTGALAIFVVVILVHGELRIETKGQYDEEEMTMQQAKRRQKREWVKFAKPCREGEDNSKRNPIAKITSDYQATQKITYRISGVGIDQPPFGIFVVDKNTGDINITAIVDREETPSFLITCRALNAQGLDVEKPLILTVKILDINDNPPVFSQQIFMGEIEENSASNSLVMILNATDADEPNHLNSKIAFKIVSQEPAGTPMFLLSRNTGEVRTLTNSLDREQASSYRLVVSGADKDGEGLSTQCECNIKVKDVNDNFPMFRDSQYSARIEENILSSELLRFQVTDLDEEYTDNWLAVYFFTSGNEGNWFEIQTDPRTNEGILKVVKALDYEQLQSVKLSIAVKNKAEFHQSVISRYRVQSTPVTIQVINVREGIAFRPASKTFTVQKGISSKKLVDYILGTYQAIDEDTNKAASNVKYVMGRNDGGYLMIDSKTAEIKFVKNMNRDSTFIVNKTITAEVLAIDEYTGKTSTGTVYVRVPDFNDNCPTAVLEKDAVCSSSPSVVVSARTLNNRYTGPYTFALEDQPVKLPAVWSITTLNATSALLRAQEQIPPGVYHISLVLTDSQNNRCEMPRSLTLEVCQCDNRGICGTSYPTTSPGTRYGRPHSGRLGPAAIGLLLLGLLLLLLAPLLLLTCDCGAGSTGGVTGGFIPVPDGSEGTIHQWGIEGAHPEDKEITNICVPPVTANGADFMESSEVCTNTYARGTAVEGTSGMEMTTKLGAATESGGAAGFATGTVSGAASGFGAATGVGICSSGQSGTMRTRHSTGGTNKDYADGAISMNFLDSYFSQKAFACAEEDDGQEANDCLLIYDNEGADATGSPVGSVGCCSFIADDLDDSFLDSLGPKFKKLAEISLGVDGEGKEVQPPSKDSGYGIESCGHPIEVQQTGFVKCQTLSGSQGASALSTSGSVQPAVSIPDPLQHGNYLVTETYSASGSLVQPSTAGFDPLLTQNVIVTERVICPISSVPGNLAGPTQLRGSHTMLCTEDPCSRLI
# * = called active by the depositor; ? = inconclusive; . = no result given. This is a random part of the collection; about 3.1% have a hit in one of these screens.
no.	SMILES	MOR-DOR inv ag	Wnt act	Keap1-Nrf2 PPI	RTF Ca sens inh	V-ATPase pHluor	Arrestin-AP2 inh	cardiac RTF act	OPRM1-OPRD1 ag	LANA DNA inh	DSG3 Ab inh
1	CC(=O)CCc1c[nH]c2c(C(=O)O)cccc12	-2	.	-1	-3	3	8	-2	0.4	0.0	104
2	O=C(O)CCC(=O)NNc1nc(-c2ccccc2)c2cc(Cl)ccc2n1	17	-1	0	-1	2	27	-2	-3.6	1.7	103
3	Cc1noc(C)c1NC(=O)Nc1ccc2c(c1)C(=O)N([C@H](C)CO)C[C@H](C)[C@@H](CN(C)C(=O)Nc1ccc(C(F)(F)F)cc1)O2	8	-1	-8	5	2	12	0	-1.7	-0.9	101
4	COc1cc(NC(=O)c2cc(C)no2)c(OC)cc1Cl	17	2	4	-6	-2	-2	2	-3.9	-2.2	108
5	COc1ccc(NC(=S)Nc2ccc(OCc3ccccc3)cc2)c(OC)c1	0	1	-2	8	-3	34	0	0.1	-0.8	105
6	c1ccc2nc3c(cc2c1)CCCCCC3	5	2	-4	-6	-3	1	3	-1.0	-4.1	102
7	N#CC1=C(N)NC(=S)C(C(N)=O)C1c1ccccc1F (centres undefined)	14	-24	-8	-7	1	16	1	-2.8	0.7	105
8	CC(C)c1ccc(NC(=S)N2CCCC(c3ccc(F)cc3)=N2)cc1	-3	3	-5	2	-2	3	1	0.6	-0.3	112
9	CCCOc1ccc(CNC(=O)Cn2ncc3ccccc32)cc1	4	17	-2	-4	10	-13	8	-0.8	-0.2	92
10	COc1ccccc1-n1c(SCC(=O)NC2CCS(=O)(=O)C2)nc2cc([N+](=O)[O-])ccc21 (centres undefined)	16	-1	-1	0	1	-3	3	-3.0	-0.9	107
11	CCN(CC(=O)NCc1ccc(F)cc1)C(=O)c1ccc(COc2ccccc2)cc1	3	0	-2	-13	3	-9	-1	-0.6	-1.6	118
12	O=C(c1ccco1)N1CCN(Cc2cccc(C(F)(F)F)c2)CC1	0	-1	0	2	-2	-10	-2	0.0	0.4	107
13	OCCC1CN(Cc2nc3ccccc3[nH]2)CCN1C1CCCC1 (centres undefined)	12	-2	-7	-7	-5	12	7	-2.5	1.7	120
14	Cc1ccnc(NS(=O)(=O)c2ccc(N3C(=O)C4CCCCC4C3=O)cc2)n1 (centres undefined)	3	2	0	10	1	16	-5	-0.4	-0.9	93
15	Cc1ccc(OCCNC(=O)c2ccc(C)o2)cc1	0	-1	-4	-6	1	-7	3	0.0	0.0	.
16	CC(NC(N)=O)C(=O)OCC(=O)c1ccc(-c2ccccc2)cc1 (centres undefined)	15	-1	-3	7	2	-7	5	-2.9	-0.4	101
17	OC1(c2ccc(F)cc2)CCN(Cc2cccnc2)CC1	19	-1	-3	0	-7	7	-1	-3.9	-0.5	104
18	CS(=O)(=O)N(CC(=O)N1CCc2ccccc2C1)c1ccccc1F	.	1	.	.	2	13	.	.	.	101
19	Cc1nn(-c2ccccc2)c(Cl)c1C(=O)OC(C)C(=O)Nc1ccc2c(c1)OCO2 (centres undefined)	-11	0	-3	-9	5	10	-2	2.1	-2.3	105
20	CCc1cccc2c(C(=O)CSc3nncn3-c3ccccc3OC)c[nH]c12	10	-3	-3	-12	-3	-5	-3	-1.9	2.6	108
21	CCn1nc(NC(=O)c2ccccn2)c2cc3cc(C)ccc3nc21	14	.	-1	0	-3	37	-4	-3.4	0.1	.
22	COc1ccccc1-c1c(C)nn2c(N3CCN(c4ccccc4OC)CC3)cc(C)nc12	9	-4	-4	2	-1	4	-3	-1.6	-0.5	103
23	CCOc1cc(N2CCOCC2)c(OCC)cc1NCC(=O)N1CCN(Cc2ccccc2)CC1	-8	0	-4	-7	-1	25	-1	1.6	-0.4	96
24	COc1ccccc1CCC(=O)N(C)CC(=O)Nc1ccc(Cl)c(C(F)(F)F)c1	-3	0	-7	0	-1	9	0	0.5	-0.5	106
25	COC1=C/C(=C/c2c(N)n3nc(CC(=O)N4CCOCC4)sc3nc2=O)C=CC1=O	3	0	-14	1	-1	-7	-2	-0.7	33	98
26	Cc1cc(C)c(N(C(=O)Cn2nnc3ccccc32)C(C(=O)NC(C)(C)C)c2ccsc2)c(C)c1 (centres undefined)	-14	.	4	5	-2	4	-2	2.2	-0.4	95
27	CCOC(=O)c1c(C)[nH]c(C)c1S(=O)(=O)N(C)CC(=O)N1CCN(c2ccc(OC)cc2)CC1	14	-1	1	4	1	18	-3	-2.6	-1.1	.
28	CCCn1c2ccccc2c2cnn(CC(=O)NCCN(CC)CC)c(=O)c21	7	0	-1	-2	1	5	2	-1.6	-1.0	103
29	C=CCN1C(=O)C(C)(C)N(C(C)=O)c2ccccc21	-2	-5	-2	4	3	8	0	0.3	2.0	101
30	CC(CC(=O)Nc1ccccc1)n1ccnc1 (centres undefined)	7	0	-4	2	-1	9	1	-1.4	0.9	108
31	CCN1CCN(c2ncc(C(=O)Nc3ccccc3C(=O)OC)c3ccccc23)CC1	-35	-6	2	2	1	1	2	6.0	-0.6	110
32	CCOc1ccc(/C=N/NC(=S)Nc2c(C)cccc2C)cc1	-54	-10	-4	3	0	8	-3	9.1	-1.2	119
33	COc1cccc(N=c2oc3c(C)ncc(CO)c3cc2C(N)=O)c1	10	.	-2	0	-3	-11	-4	-2.0	-0.6	103
34	CCOc1ccc(NC(=O)CN(c2ccc(OC)cc2)S(=O)(=O)c2cccs2)cc1	-8	2	-2	-2	-3	0	-8	1.6	3.9	95
35	Cc1ccc(CNC(=O)C2CCN(S(=O)(=O)N3CCC4(CC3)OCCO4)CC2)cc1	20	-1	-1	0	-4	-3	4	-3.3	-2.9	101
36	CC(=O)c1ccc(S(=O)(=O)Nc2ccc(-n3c(C)nc4ccccc4c3=O)cc2)cc1	5	-4	-3	-5	-2	-6	4	-0.9	0.1	99
37	CCOC(=O)N1CCC(NC(=O)C(Cc2ccccc2)NC(=O)c2ccco2)CC1 (centres undefined)	7	-7	2	-6	1	1	-1	-1.2	-0.9	.
38	C[C@@H]1CC=C[C@H]2[C@H]1C(=O)N(Cc1ccccc1)[C@H]2c1ccc(F)c(-c2ccc(N(C)C)cc2)c1	0	-9	-5	2	-1	-2	-1	0.1	-0.8	103
39	O=C(/C=C/c1ccco1)NC(=S)Nc1nc(-c2ccc3ccccc3c2)cs1	6	2	5	-10	-1	-8	-3	-1.1	6.4	93
40	Cc1noc(C)c1C(=O)OCC(=O)/C=C1/N(C)c2ccccc2C1(C)C	-2	-8	-1	-12	0	9	2	0.4	0.9	108
41	O=C(Nc1cccc2ccccc12)c1ccc(Cn2cc(Cl)cn2)cc1	-5	.	-3	-3	-2	26	-1	1.0	-0.7	102
42	COc1ccc(-c2cc(=O)[nH]c(N3CCN(Cc4ccccc4)CC3)n2)cc1	10	1	0	5	-3	40	-1	-2.2	0.6	100
43	O=C(NC(=S)Nc1ccccc1Br)C1CC1	11	2	1	2	4	5	-2	-2.7	-2.6	108
44	Nc1nc(SCC(=O)Nc2ccc3c(c2)CCC3)n[nH]1	-5	-6	-2	-6	-1	7	11	0.9	-0.7	103
45	CCn1c(SCC(=O)c2c(N)n(C3CC3)c(=O)[nH]c2=O)nnc1-c1ccoc1C	9	-2	4	-1	1	-7	6	-2.1	-0.3	.
46	O=C(OCC(=O)N1CCC(Cc2ccccc2)CC1)c1ccccc1F	-14	2	-6	7	3	19	-5	3.5	0.5	.
47	Cc1cc(S(=O)(=O)Nc2ccc(C(=O)NCCCN3CCOCC3)cc2)ccc1F	4	-2	-4	-6	3	9	3	-0.8	-0.2	100
48	CCOc1cc(S(=O)(=O)NCc2cccnc2)c(C)cc1C	8	0	3	-12	-4	8	0	-1.5	-0.8	97
49	Cc1c(N(C(=O)c2cnccn2)C2(C(=O)NC3CCCC3)CCCCC2)c(=O)n(-c2ccccc2)n1C	10	-2	-1	0	-1	56*	4	-2.2	-0.8	.
50	O=S(=O)(c1cccs1)N1CCN(c2ncccn2)CC1	7	.	3	0	5	21	4	-1.4	1.0	100

# Continued:
no.	SMILES	MOR-DOR inv ag	Wnt act	Keap1-Nrf2 PPI	RTF Ca sens inh	V-ATPase pHluor	Arrestin-AP2 inh	cardiac RTF act	OPRM1-OPRD1 ag	LANA DNA inh	DSG3 Ab inh
51	Cc1cccc(OCC(=O)NC2CCCCCC2)c1C	-52	4	-6	-6	-5	11	-4	9.8	3.0	.
52	O=C(O)c1cc(S(=O)(=O)NCC2COc3ccccc3O2)ccc1Cl (centres undefined)	17	0	-7	-10	2	-1	3	-4.5	1.4	.
53	O=C1CC(c2ccc3c(c2)OCCO3)Oc2ccccc21 (centres undefined)	-7	?	-5	-3	0	27	-2	1.4	-0.9	91
54	c1ccc(COC2CCCN(Cc3nc(-c4cnccn4)no3)C2)cc1 (centres undefined)	-11	-2	-5	0	-1	4	-1	2.1	-0.8	111
55	Cc1ccc(CCNC(=O)C2CCN(S(=O)(=O)c3cccc4nsnc34)CC2)cc1	-2	.	3	-11	6	1	4	0.4	0.7	95
56	CCCCC(CC)C(=O)Nc1ccc(S(=O)(=O)Nc2nccs2)cc1 (centres undefined)	14	0	-6	-6	5	-13	4	-2.9	18	97
57	Cc1ccnc(NS(=O)(=O)c2cc([N+](=O)[O-])ccc2C)c1	13	-1	-6	-3	-1	5	1	-2.2	-1.1	99
58	Cc1ccccc1N/N=C/c1c(C)nc2ccccn12	-45	2	2	-6	3	32	1	10	-1.3	115
59	COc1ccc(C(=O)N2CCN(C3CCCCC3)CC2)cc1OC	14	0	1	11	-5	40	3	-2.9	2.3	120
60	CC1(C)Oc2cc(N)c([N+](=O)[O-])cc2O1	15	.	-1	3	-5	10	-4	-3.5	-1.2	104
61	COc1ccc(CCNC(=O)CSc2ccc(-c3ccncc3)nn2)cc1	2	2	-3	-19	8	17	0	-0.3	-0.4	100
62	CCCn1c(=O)c2[nH]cnc2n(-c2ccccc2C)c1=O	16	3	0	1	-1	-17	3	-3.1	0.2	116
63	O=C(Cn1nc(Cc2cccnc2)c2ccccc2c1=O)Nc1cccnc1Cl	8	.	2	-26	-1	-6	-2	-1.1	0.8	92
64	COc1ccccc1N1CCN(C(=O)c2cccc(N3C(=O)NC4CC3(C)Oc3ccccc34)c2)CC1 (centres undefined)	10	0	-2	-9	-2	26	-4	-1.8	2.1	98
65	COc1ccc(C(=O)CSc2nnc(CC(=O)Nc3ccccc3OC)n2C)cc1	13	-2	-2	-1	1	17	-4	-2.7	0.5	114
66	CCc1[nH]nc2c1C(c1ccc(C)o1)C(C#N)=C(N)O2 (centres undefined)	8	-2	-4	7	-3	41	-3	-1.7	0.5	114
67	COc1cccc(/C=C2\SC(=O)N(CC(=O)NC3C=CS(=O)(=O)C3)C2=O)c1 (centres undefined)	-8	2	-1	-2	-8	9	-7	1.6	-0.3	131

# Bioassay records: PubChem BioAssay, several laboratories
